# Thrombin inh: human alpha-thrombin inhibitors, primary screen, counter-screen for coagulation protease inhibitor project, biochemical, 1536-well, fluorogenic AMC substrate. Boc-VPR-AMC fluorogenic substrate cleavage. actives 0.26% (n = 220,000). inhibition, % at 5 µM. Prothrombin (Homo sapiens), P00734;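 active means inhibition at or above 40%; inactive means inhibition below 40%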;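 further: 0% = enzyme with no compound and 100% = wells without enzyme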
#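 Test system: human alpha-thrombin protein / Dosing: one concentration per compound, 5 µM, with 0.2% DMSO / Medium: pH 7.5 Tris-saline with Tween 20 / Benchmarks: no-compound enzyme wells and no-enzyme blanks / Read-out basis: percent inhibition of thrombin substrate cleavage / Timing: reaction at room temperature / Measured by: fluorescence, ex 355 nm, em 460 nm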
# p97 inhibitor: inhibitors of human p97 ATPase, primary screen, biochemical; actives 0.42% (n = 220,000); recombinant p97 ATPase, Kinase-Glo ATP luminescence, 3 h; inhibition, % at 8 µM; Transitional endoplasmic reticulum ATPase (Homo sapiens), P55072; in the data active means inhibition above about 15%;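 further: 0% = DMSO vehicle and 100% = wells lacking enzyme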
# PERK inh: block of dimerizer-induced PERK translation repression, primary screen, PERK inhibitor project, CHO PERK-DD cells, SEAP luminescence, HTS | Eukaryotic translation initiation factor 2-alpha kinase 3 (Homo sapiens), Q9NZJ5 | CHO PERK-DD fusion, SEAP luminescence translation reporter | inhibition, % at 5.6 µM | actives 0.17% (n = 220,000);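 active means inhibition above the mean inhibition of all tested compounds plus 3 SD, set separately per screening campaign, cut at about 2.9% in these data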;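 further: PERK kinase domain activated by AP20187 dimerizer at 100 nM; 0% = DMSO with dimerizer and 100% = rapamycin at 8.4 µM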
# KLK5 inh: human KLK5 protease inhibitors, primary screen, biochemical, 1536-well; recombinant hK5, fluorogenic AMC substrate cleavage; inhibition, % at 5 µM; actives 0.59% (n = 210,000); AID 873, 2007;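 active means inhibition of 40% or more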;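 further: 0% = enzyme controls without compound and 100% = no-enzyme blanks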
# Target sequence (Q9Y337 67-293 limits assumed): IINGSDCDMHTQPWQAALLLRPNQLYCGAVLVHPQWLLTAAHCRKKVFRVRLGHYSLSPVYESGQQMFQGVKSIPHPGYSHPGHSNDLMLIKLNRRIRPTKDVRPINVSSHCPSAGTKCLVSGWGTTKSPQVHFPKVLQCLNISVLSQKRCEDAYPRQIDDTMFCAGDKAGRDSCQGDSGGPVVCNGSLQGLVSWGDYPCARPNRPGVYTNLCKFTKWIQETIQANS
# Furin inhibitor: human furin inhibitors, primary screen, biochemical, fluorescence intensity. P09958. purified furin, fluorogenic substrate cleavage. inhibition, % at 30 µM. actives 0.061% (n = 220,000). AID 463115, 2010; in the data active means inhibition above about 25%; further: inactives centre near -15
# FXIIa inh 1536: human FXIIa protease inhibitors, primary screen, biochemical, 1536-well; Coagulation factor XII (Homo sapiens), P00748; purified FXIIa, Boc-QGR-AMC fluorogenic substrate, 2 h; inhibition, % at 5 µM; actives 0.3% (n = 220,000); in the data active means inhibition above about 40%;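 further: 0% = enzyme with no compound and 100% = blank without enzyme; many of its hits are not listed in these tables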
# Target sequence (P00748 20-372 limits assumed): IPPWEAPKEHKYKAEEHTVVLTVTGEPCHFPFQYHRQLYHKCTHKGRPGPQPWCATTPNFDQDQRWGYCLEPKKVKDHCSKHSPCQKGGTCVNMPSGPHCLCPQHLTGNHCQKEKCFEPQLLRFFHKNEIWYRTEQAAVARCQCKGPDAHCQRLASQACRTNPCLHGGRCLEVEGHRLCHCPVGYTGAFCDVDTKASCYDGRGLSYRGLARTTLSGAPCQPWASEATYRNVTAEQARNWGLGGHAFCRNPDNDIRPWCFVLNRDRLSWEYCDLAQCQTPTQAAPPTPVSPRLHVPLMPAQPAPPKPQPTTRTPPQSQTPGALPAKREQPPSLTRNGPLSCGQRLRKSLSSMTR
# Target sequence (P00748 373-615 limits assumed): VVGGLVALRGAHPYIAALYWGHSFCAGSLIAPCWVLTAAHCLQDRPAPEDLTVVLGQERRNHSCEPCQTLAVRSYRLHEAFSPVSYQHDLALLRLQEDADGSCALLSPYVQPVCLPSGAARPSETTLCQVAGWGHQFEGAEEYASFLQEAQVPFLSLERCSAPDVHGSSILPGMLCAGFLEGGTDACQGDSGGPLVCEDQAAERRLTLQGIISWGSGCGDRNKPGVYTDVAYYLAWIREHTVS
# Wee1 stabilizer: Wee1 degradation inhibitors, primary screen, cell-based, HeLa, Wee1K328M-luciferase, luminescence | HeLa Luc-Wee1K328M stability; 100% = proteasome inhibitor MG132 effect | reporter increase, % at 5 µM | actives 1.2% (n = 220,000) | Wee1-like protein kinase (Homo sapiens), P30291 | AID 1321, 2008;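 active means activation above the mean of all tested compounds plus 3 SD, set per screening run, cut at about 8.8% in these data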;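 further: cells exposed to compound for 20 h before luminescence read; 0% = DMSO alone and 100% = MG132 at 30 µM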
# KCC2 mod: KCC2 cotransporter modulators, thallium flux, primary screen, cell-based, HEK293 KCC2, FluoZin-2 fluorescence, MLSMR; KCC2 cells, thallium flux FluoZin-2 fluorescence; Solute carrier family 12 member 5 (Homo sapiens), Q9H2X9; AID 1456, 2008; actives 2.2% (n = 190,000); B-score of Tl+ flux slope (higher = more flux/activation; lower = inhibition) at 10 µM;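 active means thallium flux slope and its plate-corrected score both differing from the plate sample mean at a set confidence after two filtering rounds, in either direction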;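 further: slope of fluorescence scaled to starting intensity during 10 to 20 s after thallium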
# FXIa inh: human FXIa protease inhibitors, primary screen, biochemical, 1536-well. Coagulation factor XI (Homo sapiens), P03951. purified FXIa, Boc-Glu-Ala-Arg-AMC fluorogenic substrate. inhibition, % at 5 µM. actives 0.14% (n = 220,000). AID 798, 2007;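 active means inhibition of at least 40%; inactive means inhibition below 40%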;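 further: fluorescence of freed AMC excited at 355 nm; 0% = enzyme without compound and 100% = no enzyme blank; many of its hits are not listed in these tables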
# * marks the source's active call; other numbers are inactive results; . = not tested or not shown; [ ] = remark or other dose.
Structure,Thrombin inh,p97 inhibitor,PERK inh,KLK5 inh,Furin inhibitor,FXIIa inh 1536,Wee1 stabilizer,KCC2 mod,FXIa inh
CN(C(=O)c1ccc2c(c1)SC1=NS(=O)(=O)CCN12)C(c1ccccc1)c1ccccc1,-4.2,0.0,-0.8,-20.7,3.7,-4.4,-1.8,-1.15,-12.7
O=C(CSc1ccc(-c2cccs2)nn1)NCCc1ccccc1,-6.8,-0.1,0.3,-0.2,-22.1,6.0,-3.9,-1.45,-1.5
CC(C)(C)C(=O)N1N=C(c2cccc(NS(C)(=O)=O)c2)CC1c1cccs1 (centres undefined),-4.0,1.3,0.7,2.2,-30.6,6.0,-2.4,-1.12,-0.4
COc1ccc(C2CC(C(F)(F)F)n3nc(C(=O)N(C)Cc4cn(C)nc4C)c(Cl)c3N2)cc1 (centres undefined),2.2,-0.6,-0.9,-4.6,-2.2,3.3,-2.4,-0.312,-3.7
O=C(O)c1csc(-c2cccc(Cl)c2)n1,-4.4,2.7,1.1,-0.3,-19.2,2.7,-1.1,1.48,-0.7
O=C(NCc1ccco1)C1(c2ccc(Cl)cc2)CCCC1,-3.2,-0.8,-1.5,2.1,-19.6[20 µM],3.4,0.4,.,-4.6
COc1cc(NS(=O)(=O)c2ccc(NC(=O)COc3ccc(C)cc3C)cc2)nc(OC)n1,20.0,-1.9,0.5,9.8,-3.4[20 µM],16.1,-0.4,-0.356,14.2
COc1ccccc1NC(=S)NNC(=O)c1ccccc1,.,-0.9,0.5,.,-18.3[20 µM],.,2.2,-0.432,.
c1cncc(-c2noc(CC3CCCCC3)n2)c1,-6.8,0.1,1.8,-13.1,-13.5[20 µM],-1.1,2.3,0.0259,4.0
O=C(COC(=O)c1cccnc1Cl)NCc1cccs1,-3.7,2.5,0.2,5.7,-18.2,12.1,3.3,0.529,2.1
CCOC(=O)c1ccc(NC(=O)CSc2nnc(CNC(=O)c3c(F)cccc3Cl)o2)cc1,1.9,-1.5,-1.9,-10.6,-13.3[20 µM],10.4,0.2,.,5.1
O=C(O)c1ccc(Nc2ncnc3scc(-c4ccccc4)c23)cc1,-13.6,9.5,0.7,-6.6,-12.5,-3.9,0.2,-0.751,-7.2
CN1CCN(C2=NC(=O)/C(=C/c3cn[nH]c3-c3ccccc3)S2)CC1,-3.0,3.5,-0.3,1.2,3.1,5.0,-0.5,-1.14,-0.1
CCOC(=O)C1=C(C)Nc2ccccc2N=C1NC(=O)C(c1ccccc1)c1ccccc1,-2.1,-1.9,-0.2,-11.3,-22.1,1.5,4.0,0.313,-2.9
C/C(=N/NC(=O)c1ccoc1C)c1ccc(N2CCOCC2)cc1,-9.9,-7.3,0.3,5.8,-5.8,0.6,2.7,-0.354,-2.8
C=CCNC(=S)NNC(=O)c1ccccc1,-2.4,-6.3,-1.6,22.2,-11.0[20 µM],10.2,-0.8,.,0.8
Cc1c(N=CN2CCOCC2)c(=O)n(C)c(=O)n1C,1.1,0.7,0.4,-6.0,-16.7[20 µM],17.1,-2.0,0.001,5.7
CC1CCCN(c2nc(N(C)c3ccccc3)nc(N)c2[N+](=O)[O-])C1 (centres undefined),-0.9,-2.9,1.0,-1.2,-14.8,13.3,2.6,-1.99,8.9
Cc1cc(/C=N/Nc2ccc([N+](=O)[O-])cn2)c(C)n1-c1cccc(C(=O)O)c1,4.3,4.3,-1.0,7.8,-8.0,16.2,2.1,-2.72,8.2
Cc1ccc(-c2noc(-c3ccccc3C(=O)NCC3CCCO3)n2)cc1 (centres undefined),-2.4,0.2,-0.2,-5.6,8.9[20 µM],9.7,-0.8,0.0334,-10.4
CCOc1ccc(-c2cc(C)n3nc(C(N)=O)cc3n2)cc1,0.6,1.4,-0.2,-65.6,-19.2[20 µM],-10.5,0.6,.,-8.4
CCN(CCNC(=O)C1CC(=O)N(CCc2ccccc2)C1)c1ccccc1 (centres undefined),-4.0,-7.7,-0.4,6.0,-18.4,7.3,-1.3,.,-29.2
C=CCn1c(SCC(=O)Nc2sccc2C(N)=O)nc2ccccc2c1=O,-1.6,6.9,-2.1,11.6,-12.7[20 µM],11.8,-1.0,-1.55,7.7
C/C(=N/NC(=O)CNC(=O)c1cccc(F)c1)c1ccc2c(c1)CCCC2,0.7,-2.1,1.0,18.3,-28.6,8.7,1.6,.,0.7
CN(C)CCCn1c(=O)n(CCc2ccccc2)c(=O)c2c3c(sc21)CCCCC3,-3.9,-3.5,-0.4,1.0,-23.8,7.7,-1.6,1.06,0.2

# Next part.
Structure,Thrombin inh,p97 inhibitor,PERK inh,KLK5 inh,Furin inhibitor,FXIIa inh 1536,Wee1 stabilizer,KCC2 mod,FXIa inh
COc1ccccc1CC(=O)NC1CCCc2ccccc21 (centres undefined),-2.0,-1.5,-0.4,.,-19.6,6.9,3.2,-1.25,1.9
Cc1cc(N2CCN(Cc3cn(C)nc3-c3ccccc3F)CC2)cc(C)n1,-9.3,2.9,-0.3,-3.5,-25.2,2.3,3.9,0.655,-7.2
CCOc1cc(/C=N\NC(=O)c2ccc(NC(=O)C(C)(C)C)cc2)ccc1OC(=O)c1ccc(C)cc1,4.9,-1.5,-0.1,-8.6,-22.1[20 µM],10.9,0.9,-0.0528,-3.0
Cc1ccc(N=Cc2c(O)n(-c3ccc4c(c3)OCO4)c(=O)c3ccccc23)cc1,1.3,-7.0,0.1,2.3,-13.6[20 µM],43.4*,-2.2,.,-2.9
Cc1ccc(-c2nn3c(C)nnc3s2)cc1NC(=O)c1ccc(-c2cccc(Cl)c2)o1,-2.5,7.2,-1.6,-6.4,-7.0,7.1,0.0,.,-5.3
COc1ccc2c(c1O)-c1ccccc1CCN(C)C2,1.2,-2.7,0.3,2.3,-16.5,9.2,2.1,0.729,5.3
O=c1c2c(nc3n1CCS3)c1cc(F)ccc1n2Cc1cc(=O)n2cc(Cl)ccc2n1,-3.9,5.7,0.7,-0.9,-23.5,2.7,0.0,.,-0.3
COc1ccc(Nc2nc(Cl)c(C=O)s2)cc1,-31.0,-0.6,-0.2,-6.8,-11.1,6.0,-0.2,-0.144,-10.2
CCOc1ccc(OCCSc2nc(N)cc(=O)[nH]2)cc1,-2.7,6.2,1.8,2.5,-23.4,3.0,2.4,0.437,-3.8
Cc1ccc2nsnc2c1S(=O)(=O)NCc1ccc2c(c1)OCO2,14.4,1.4,0.9,10.1,1.6[20 µM],19.9,2.3,-0.295,9.1
S=c1[nH]cc(-c2ccc(Cl)cc2)n1Cc1ccccc1,-2.1,-8.3,0.2,-4.8,-11.8,8.7,2.7,2.48,6.3
O=C(Cc1ccccc1)NNC(=O)Nc1cccc(Cl)c1,-3.3,2.9,0.9,2.7,-18.2[20 µM],4.9,3.5,0.375,-5.0
CN(Cc1cnccn1)Cc1nc(Cc2ccccc2F)no1,0.5,2.8,0.1,.,-31.3,10.6,0.6,.,2.0
CCC(c1nnnn1Cc1ccc2c(c1)OCO2)N1CCN(c2ccc(F)cc2)CC1 (centres undefined),-6.1,3.2,-0.4,-2.2,-21.5,7.9,-3.3,-2.03,4.3
O=C(N/N=C/c1cccc([N+](=O)[O-])c1)c1cc(-c2ccc3c4c(cccc24)CC3)n[nH]1,3.5,6.0,0.7,1.9,-17.9,6.4,0.0,0.475,3.7
CCOc1ccc(-c2c[n+]3c(n2-c2ccccc2)CCCCC3)cc1,-10.3,2.5,0.2,-2.3,-8.5,12.4,-1.2,-1.34,2.0
S=c1[nH]c(-c2ccccc2)cs1,-1.6,-0.6,1.1,2.8,-26.6,9.1,1.9,49.9*,-0.7
O=C(CCn1nc(-c2ccc(Cl)cc2)ccc1=O)NCc1ccccn1,-5.5,2.7,0.5,-28.1,-17.8,15.1,6.3,.,3.7
COc1cc(/C=N\Nc2nc(-c3ccc(C)cc3)c(NC(C)=O)s2)ccc1O,-8.4,12.5,1.0,1.5,-6.0,1.7,2.3,-0.458,2.6
O=C(CSc1nnc(Cc2cccs2)n1-c1ccccc1)NC1CCCCC1,-0.2,4.0,-0.4,20.2,-16.3[20 µM],21.4,1.8,0.963,-1.0
COc1cc(NC(=O)c2ccc([N+](=O)[O-])cc2)ccc1NC(=O)C(C)C,0.1,-0.5,0.0,4.0,-29.3,11.2,-1.4,0.831,3.6
CSc1ccccc1NS(=O)(=O)c1ccccc1,-2.0,3.8,0.9,-13.5,-8.6[20 µM],-5.7,-1.5,-0.239,-3.5
COc1cccc(/C=N/NC(=O)c2cc3cc([N+](=O)[O-])ccc3s2)c1O,-15.1,5.5,0.3,-23.2,5.2,-1.2,5.7,-0.113,1.5
CC(C)CN1CCN(Cc2cccn2-c2cccnc2)CC1CCO (centres undefined),-5.7,7.2,1.0,1.0,-28.8,8.2,-3.6,-0.867,-2.7
COC(=O)c1ccccc1S(=O)(=O)N(CCCN1CCOCC1)Cc1cccs1,21.0,0.0,-0.9,33.6,-9.5[20 µM],25.8,-0.9,-0.397,15.1

# Pulled by compound from the list above, three records:
Structure,Thrombin inh,p97 inhibitor,PERK inh,KLK5 inh,Furin inhibitor,FXIIa inh 1536,Wee1 stabilizer,KCC2 mod,FXIa inh
Cc1ccc2nsnc2c1S(=O)(=O)NCc1ccc2c(c1)OCO2,14.4,1.4,0.9,10.1,1.6[20 µM],19.9,2.3,-0.295,9.1
CCC(c1nnnn1Cc1ccc2c(c1)OCO2)N1CCN(c2ccc(F)cc2)CC1 (centres undefined),-6.1,3.2,-0.4,-2.2,-21.5,7.9,-3.3,-2.03,4.3
COC(=O)c1ccccc1S(=O)(=O)N(CCCN1CCOCC1)Cc1cccs1,21.0,0.0,-0.9,33.6,-9.5[20 µM],25.8,-0.9,-0.397,15.1

# Next section:
Structure,Thrombin inh,p97 inhibitor,PERK inh,KLK5 inh,Furin inhibitor,FXIIa inh 1536,Wee1 stabilizer,KCC2 mod,FXIa inh
COc1ccc(CN2CCC(C(=O)NCCc3ccc(OC)c(OC)c3)CC2)c(OC)c1,0.5,1.3,-1.0,-9.6,-21.4[20 µM],17.1,-0.8,.,6.9
CCOC(=O)c1c(C)c(C(=O)NCc2ccco2)c(C)n1Cc1ccccc1,-19.9,5.4,0.2,2.6,-10.6,-5.6,0.2,.,3.5
CO[C@H]1C=CO[C@@]2(C)Oc3c(C)c(O)c4c(O)c(c5c(nc6cc(C)ccn65)c4c3C2=O)NC(=O)C(C)=CC=C[C@H](C)[C@H](O)[C@@H](C)[C@@H](O)[C@@H](C)[C@H](OC(C)=O)[C@@H]1C,.,6.9,0.4,.,.,.,2.7,0.284,.
CCCCCNC(=O)N[C@H](C(=O)O)C(C)C,-2.2,9.2,-0.3,-3.0,-10.1,12.8,-0.2,0.586,5.2
COc1ccc(OC)c(NC(=O)C2CCCN(S(=O)(=O)c3cccc4nonc34)C2)c1 (centres undefined),-7.3,-4.7,0.0,-8.3,-3.2[20 µM],10.9,0.1,1.02,-0.2

# Assay outcomes (PubChem)
